UHRF1 MBD2 ctr – UHRF1 methylated DNA binding inhibitors, primary screen, counter-screen for MBD2 inhibitor project, biochemical, TR-FRET, human UHRF1, single concentration; E3 ubiquitin-protein ligase UHRF1 (Homo sapiens), Q96T88; inhibition, % at 4.4 µM; UHRF1 binding to methylated oligo; 370,000 compounds, 0.75% hits; AID 687016, 2013; in the data active means inhibition above about 21%;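 further: UHRF1 SRA domain binding a hemimethylated CpG hairpin DNA probe; 0% = median of test compound wells and 100% = reference inhibitor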
MBD2 inh – inhibitors of MBD2 binding to methylated DNA, primary screen, biochemical, TR-FRET, DNA-binding domain, human. MBD2 binding to methylated oligonucleotide. 370,000 compounds, 0.31% hits. inhibition, % at 4.4 µM; in the data active means inhibition above about 13%
TCR-CD3 inh – inhibitors of human TCR-CD3 interaction, primary screen, biochemical, fluorescence, TAMRA-labeled TCR probe; 360,000 compounds, 0.37% hits; inhibition, % at 9.4 µM; T-cell receptor (TCR); AID 651800, 2012; in the data active means inhibition above about 19%;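 further: recombinant mutant TCR 2C K166C tagged with TAMRA read by polarization; 0% = receptor in buffer alone and 100% = receptor with positive control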
rCAG RNA binder – binders of r(CAG) RNA repeats, primary screen, biochemical, fluorescence; r(CAG) RNA repeat, TO-PRO-1 dye displacement fluorescence; inhibition, % at 3 µM; 370,000 compounds, 1.3% hits; AID 651821, 2012;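 active means inhibition above the plate cutoff, the mean of all test compounds on that plate plus 3 SD, cut at about 35% in these data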;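 further: 0% = DMSO alone and 100% = 100 µM mitoxantrone as full dye displacement; higher means more dye released from RNA so lower well fluorescence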
PRMT1 FP inh – PRMT1 methyltransferase inhibitors, primary screen, biochemical, fluorescence polarization. Protein arginine N-methyltransferase 1 (Homo sapiens), Q99873. recombinant PRMT1, activity-based probe fluorescence polarization. inhibition, % at 2.79 µM. 370,000 compounds, 1.3% hits. AID 652257, 2013;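 active means inhibition above about 21% made by adding two undisclosed values, limit read from the data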
Target sequence (Q99873 whole entry, looked up): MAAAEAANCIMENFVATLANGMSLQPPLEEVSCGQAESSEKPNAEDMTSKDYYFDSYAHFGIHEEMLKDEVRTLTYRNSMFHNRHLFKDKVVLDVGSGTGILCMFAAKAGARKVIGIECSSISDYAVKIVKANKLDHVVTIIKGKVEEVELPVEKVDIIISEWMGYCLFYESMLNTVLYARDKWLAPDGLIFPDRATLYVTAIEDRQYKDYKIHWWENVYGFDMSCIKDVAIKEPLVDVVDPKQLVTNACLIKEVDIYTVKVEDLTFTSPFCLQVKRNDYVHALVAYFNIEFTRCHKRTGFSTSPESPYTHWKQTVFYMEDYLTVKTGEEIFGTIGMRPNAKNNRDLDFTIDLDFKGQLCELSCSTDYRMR
LEDGF integ inh – blockers of LEDGF/p75-dependent integrase strand transfer – biochemical, TR-FRET, high throughput, primary screen; TR-FRET IN-LEDGF/p75 DNA integration, Eu/Cy5; inhibition, % at 3.7 µM; 370,000 compounds, 0.64% hits; AID 743269, 2014;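 active means inhibition above the screen-wide mean plus 3 SD, cut at about 13% in these data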;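 further: signal is the Cy5 over europium emission ratio at 671 and 618 nm; 0% = plate median of compound wells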
mABHD4 FP – ABHD4 inhibitors, primary screen, biochemical, fluorescence polarization, mouse; inhibition, % at 8.92 µM; 370,000 compounds, 0.54% hits; AID 720543, 2013; purified mABHD4, FP-Rh probe fluorescence polarization;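 active means inhibition exceeding the mean over every tested compound plus 3 SD, cut at about 30% in these data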;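 further: 0% = plate median of compound wells and 100% = S159A mutant with DMSO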
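Assay system: mouse ABHD4 enzyme, wild type / Also added: fluorescent activity-based probe FP-Rh / Doses: single nominal dose of 8.92 µM, 0.89% DMSO final / Timing: 45 min compound pre-incubation plus 60 min probe step, 25 °C / Signal: FP readout, ex 525 nm / em 598 nm / Control set: S159A mutant/DMSO as 100%, compound-well median as 0%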
NR1D1 modulator – modulators of Rev-erb alpha DNA binding, primary screen, biochemical, FITC-DNA, fluorescence polarization, uHTS | Nuclear receptor subfamily 1 group D member 1 (Homo sapiens), P20393 | 370,000 compounds, 0.79% hits | Rev-erbα–FITC-DNA binding, 90 min | activity, % at 10 µM | AID 1259318, 2017;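 active means activity above about 14%, limit read from the data; passing the limit was not always enough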;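 further: 0% = DMSO wells with 35 nM protein and 100% = DMSO wells with 750 nM protein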
Target sequence (P20393 whole entry, looked up): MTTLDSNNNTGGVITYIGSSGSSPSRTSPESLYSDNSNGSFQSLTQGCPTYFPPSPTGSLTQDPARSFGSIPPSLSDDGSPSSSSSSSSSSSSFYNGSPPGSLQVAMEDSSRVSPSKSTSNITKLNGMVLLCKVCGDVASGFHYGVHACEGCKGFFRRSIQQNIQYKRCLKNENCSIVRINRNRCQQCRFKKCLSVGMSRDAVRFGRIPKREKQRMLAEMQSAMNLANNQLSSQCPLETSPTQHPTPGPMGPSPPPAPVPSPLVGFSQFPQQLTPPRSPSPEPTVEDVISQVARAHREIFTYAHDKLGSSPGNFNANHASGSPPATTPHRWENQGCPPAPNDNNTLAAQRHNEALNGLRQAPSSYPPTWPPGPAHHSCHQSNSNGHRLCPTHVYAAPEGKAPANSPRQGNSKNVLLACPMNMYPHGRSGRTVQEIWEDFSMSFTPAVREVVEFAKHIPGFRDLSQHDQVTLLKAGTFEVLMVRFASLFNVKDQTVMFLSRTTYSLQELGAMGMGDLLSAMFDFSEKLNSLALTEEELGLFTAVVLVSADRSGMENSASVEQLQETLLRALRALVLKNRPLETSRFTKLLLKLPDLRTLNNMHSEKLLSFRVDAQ
HTRA1 inh – HTRA1 serine protease inhibitors, primary screen, biochemical, fluorescence polarization, HTS | Q92743 | 340,000 compounds, 0.5% hits | AID 504803, 2011 | inhibition, % at 5.96 µM | recombinant HTRA1, FP-rhodamine activity-based probe; in the data active means inhibition above about 36%;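 further: 0% = enzyme with DMSO and 100% = wells lacking enzyme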
PG9 binder – binders of HIV-1 gp120 antibody PG9, primary screen, biochemical, TR-FRET | TR-FRET gp120-PG9 antibody binding | inhibition, % at 6.7 µM | AID 624416, 2012 | HIV-1 gp120 / PG9 antibody interaction | 360,000 compounds, 0.43% hits; in the data active means inhibition above about 8.5%
An asterisk follows results filed as active; x = no result given. The list is partial, so the mix of outcomes need not match the whole.

SMILES	UHRF1 MBD2 ctr	MBD2 inh	TCR-CD3 inh	rCAG RNA binder	PRMT1 FP inh	LEDGF integ inh	mABHD4 FP	NR1D1 modulator	HTRA1 inh	PG9 binder
CC(=O)c1c(C(C)=O)c(C)n(Cc2ccc3c(c2)OCO3)c1C	-1	2	2	-2	5	-3	-1	-3	3	0.1
Cc1cnc(C(=O)N2CCCC(C(=O)c3cccc(OC(C)C)c3)C2)cn1 (stereo not given)	2	-9	7	-1	-4	3	0	6	-16	-1.0
CN(C)S(=O)(=O)c1cc(NC(=O)CSc2nn(-c3ccc(Cl)cc3)c(=S)s2)ccc1Cl	-2	-1	10	20	0	1	-10	-1	-46	-1.8
CC(C)CNC(=O)c1cccc(NC(=O)C(C)Oc2ccccc2)c1 (stereo not given)	1	1	2	-6	-2	-2	-2	11	2	-0.6
COc1cc(NC(=O)COc2cc(O)c3c(c2)OC(C)(C)CC3=O)cc(OC)c1OC	1	0	-6	-5	-3	-2	-1	10	-12	-1.5
S=c1[nH]nc(-c2n[nH]c3c2CCC3)n1/N=C/C=C/c1ccccc1	-3	-6	4	17	4	-4	-2	3	x	0.2
COc1ccc(-c2coc3cc(O)ccc3c2=O)cc1OC	1	3	0	3	0	-5	-48	-1	5	-1.5
CC1(C)CC(=O)C=C(Nc2cc(-c3ccccc3)[nH]n2)C1	2	0	-1	3	1	1	4	-4	-3	-0.7
COc1ccc(OCCCC(=O)OCC(=O)Nc2c(C)nn(-c3ccccc3)c2C)cc1	4	1	-8	-7	3	-5	-1	-9	-2	-0.5
CSCCC1NC2(C(=O)Nc3ccc(Cl)cc32)[C@@H]2C(=O)N(C3CCCC3)C(=O)[C@H]12 (stereo not given in full)	0	-1	5	-2	-1	1	1	-3	x	-0.5
CN1CCN(C(=S)NC(=O)c2ccccc2Br)CC1	0	-5	-5	1	-2	4	-11	1	5	-1.7
CC1(C(=O)NCc2cccnc2)CCC(=O)N1Cc1cccs1 (stereo not given)	0	2	-2	3	0	0	6	-5	5	2.3
CCCc1nn2c(=O)cc(CSCC(=O)Nc3ccc(F)cc3)nc2s1	-2	1	0	-3	2	-4	10	-4	-1	-0.3
CCC(=O)c1ccc(OCc2ccc(C#N)cc2)cc1	-2	1	0	-3	-1	0	-3	-2	-10	1.1
COc1cccc(C(=O)CSc2nnc(COc3cccc4cccnc34)o2)c1	1	-1	-5	-4	3	0	8	6	-7	-0.7
COc1cccc(N(C(=O)Cn2nnc(-c3cccs3)n2)C(C(=O)NC(C)C)c2ccc(C)o2)c1 (stereo not given)	-1	1	6	0	2	0	1	3	1	0.0
COc1ccc(C(=O)NCc2nnc(SCC(=O)NCc3ccco3)o2)cc1	1	-1	3	1	2	-3	3	-1	6	-0.4
COc1ccc(/C=N/n2c(-c3ccc(C)cc3)n[nH]c2=S)cc1OC	3	8	0	12	5	0	2	4	-2	1.6
COc1ccc(CN(C(=O)c2oc3ccccc3c2C)C2CCS(=O)(=O)C2)cc1OC (stereo not given)	2	10	-3	3	2	2	-19	1	-2	-0.9
COc1ccc(CCN(Cc2cc3cc(C)c(C)cc3nc2Cl)C(=O)C2CC2)cc1	0	4	-3	-2	1	-3	5	-1	-3	0.3
O=C(OCC#CCSc1nnc(-c2ccc3ccccc3c2)o1)c1cccs1	1	-4	x	x	-2	1	-7	-10	x	x
CCOC(=O)c1cncc(C#CCOC(=O)Nc2ccc(OC(F)(F)F)cc2)c1	3	2	1	-4	5	0	2	-2	2	-2.6
O=C1CCCc2oc3c(cc(NS(=O)(=O)c4ccc5c6c(cccc46)C(=O)N5)c4ccccc43)c21	-1	-5	2	46*	-3	3	-69	-8	-61	0.2
O=C(C1CCC1)N1CCc2cc(S(=O)(=O)N3CCN(c4ccccc4F)CC3)ccc21	1	5	x	6	6	-3	9	-12	x	x
O=C1C=C(c2ccccc2)OC(c2ccccc2)O1 (stereo not given)	4	-1	2	-1	3	-1	-1	-2	-4	-0.9
Remaining list, next part.
SMILES	UHRF1 MBD2 ctr	MBD2 inh	TCR-CD3 inh	rCAG RNA binder	PRMT1 FP inh	LEDGF integ inh	mABHD4 FP	NR1D1 modulator	HTRA1 inh	PG9 binder
CC(C)(C)c1ccc(Cn2cnc(-c3ccc([N+](=O)[O-])cc3)c2)cc1	-2	-3	-4	2	2	-4	1	-1	-40	-3.3
COc1ccc(-c2nc(-c3ccccc3)nc(Cl)c2C#N)cc1	-2	-5	7	7	1	-1	0	-6	-5	-1.3
COc1cc(NC(=O)CN(C)S(=O)(=O)c2ccc(C)cc2)cc(OC)c1	0	-4	4	-1	1	4	-1	-1	-35	0.5
CCN(CC)C(=O)c1cc(-c2ccccc2OC)on1	2	-2	7	-3	-1	-1	5	-5	4	-2.2
CN(Cc1ccccc1)C(=O)c1cccc(NC(=O)Cc2cccc(NC(=O)C3CCN(C(=O)c4ccccc4)CC3)c2)c1	-1	2	2	5	-2	6	-4	0	-12	-0.7
Cc1ccc(NC(=S)NNc2ccc([N+](=O)[O-])cc2S(=O)(=O)Nc2ccccc2C(=O)O)cc1C	0	2	6	91*	27*	0	46*	-3	15	-0.9
COc1ccc(C2/C(=C(\O)c3ccc4c(c3)CC(C)O4)C(=O)C(=O)N2Cc2cccnc2)c(OC)c1 (stereo not given)	-4	-8	-1	3	-1	-1	6	-1	0	1.9
O=C(COC(=O)c1c(Cl)cccc1Cl)NCC1CCCO1 (stereo not given)	0	3	11	-4	-1	0	0	-1	3	1.2
O=C(NCC1CCCCC1)c1cc(S(=O)(=O)N2CCCCC2)ccc1N1CCOCC1	19	6	0	-4	-1	1	1	1	-2	-1.6
COc1ccc(-c2nnn(CC(=O)N(Cc3ccco3)C(C(=O)NCC3CCCO3)c3ccco3)n2)cc1 (stereo not given)	-4	-3	-1	16	1	2	2	-5	-4	-0.5
O=C(CSc1nc(=O)n(CCCN2CCOCC2)c2c1CCCC2)Nc1ccc(Cl)cc1	3	2	0	-8	-2	1	4	8	-5	-0.9
Cc1ccc(C2(C)NC(=O)N(CC(=O)NC3CCCCC3)C2=O)cc1 (stereo not given)	0	0	-12	-3	0	-5	-3	9	6	2.0
CCc1ccc(C(O)(CNCc2ccccc2)c2ccccc2)cc1 (stereo not given)	0	0	7	-6	0	0	5	0	-9	-1.6
Cc1ccc(CC(CC(=O)O)C(=O)Nc2ccc(Cl)cc2)cc1 (stereo not given)	-2	-3	10	8	0	3	-2	-3	3	-0.9
CCCNC(=O)c1c(O)c2cccc3c2n(c1=O)CCC3	1	-2	3	0	-3	0	1	17	0	0.8
CCOC(=O)c1cc(C#N)c(N2CCN(c3ccccn3)CC2)nc1-c1ccccc1	1	2	-7	7	3	-3	0	9	-17	-1.8
Cc1nn(C(=O)c2nn(C)cc2[N+](=O)[O-])c(C)c1Cl	-2	-4	2	1	-1	1	-3	5	-2	-0.8
CCCN1C(=O)C(NC(=O)c2ccncc2)(C(F)(F)F)C2=C1CC(C)(C)CC2=O (stereo not given)	2	-3	-2	2	-5	3	-3	-3	-2	-2.5
CCOc1ccc(CCNC(=O)COC(=O)c2cccs2)cc1OCC	2	0	5	-6	0	0	0	0	-3	-0.7
Cc1cccc(-n2cnc(C(=O)O)c2)n1	2	2	4	-4	-1	2	-2	1	4	-0.9
CCC1(c2ccc(Cl)cc2)NC(=O)N(CC(=O)NC2(C#N)CCCCC2)C1=O (stereo not given)	0	-3	-2	1	2	-3	5	-8	-1	-1.8
Cc1ccc(S(=O)(=O)N(C)C)cc1NC(=S)NC(=O)C12CC3CC(CC(C3)C1)C2	2	-4	12	4	1	2	9	5	4	-1.1
O=C(N/N=C/c1ccc(O)cc1O)C(=O)N/N=C/c1ccc(O)cc1O	-2	6	18	7	9	15*	21	-4	36	-1.5
Cc1ccc2c(c1)c1c3n2CCN(CCC(=O)O)C3CCC1 (stereo not given)	1	3	4	8	-1	1	4	-3	3	-0.5
CN(C)N1C(N)=C(C#N)C(c2ccsc2)C2=C1CC(C)(C)CC2=O (stereo not given)	2	-8	0	-1	2	-2	5	2	3	1.4

Structures listed above marked active in PRMT1 FP inh.
Compound | MBD2 inh | TCR-CD3 inh | PRMT1 FP inh | LEDGF integ inh | mABHD4 FP | NR1D1 modulator | HTRA1 inh | PG9 binder
Cc1ccc(NC(=S)NNc2ccc([N+](=O)[O-])cc2S(=O)(=O)Nc2ccccc2C(=O)O)cc1C | 2 | 6 | 27* | 0 | 46* | -3 | 15 | -0.9

Carrying on:
SMILES	UHRF1 MBD2 ctr	MBD2 inh	TCR-CD3 inh	rCAG RNA binder	PRMT1 FP inh	LEDGF integ inh	mABHD4 FP	NR1D1 modulator	HTRA1 inh	PG9 binder
COc1ccc(-c2nnnn2-c2ccc(F)cc2F)cc1	0	2	-4	-7	0	-2	-1	-3	-4	-0.1
CCS(=O)(=O)N1CCCC(C(=O)NCCN(C)Cc2ccccc2)C1 (stereo not given)	-1	3	3	-1	4	4	-1	-2	4	-1.0
CCN(C(=O)CCS(=O)(=O)c1cc2c(cc1Cl)NC(=O)CO2)c1ccccc1	2	2	-3	3	1	2	2	-1	-7	1.8
Cc1ccc(S(=O)(=O)Nc2cccc(C(=O)NCc3ccc(S(N)(=O)=O)cc3)c2)cc1	-1	0	-2	12	-2	-3	-4	12	-4	-0.5
Cc1nn(C(C)C(=O)N2CCc3ccccc32)c(C)c1[N+](=O)[O-] (stereo not given)	-1	3	-2	-3	-2	-1	4	-3	1	-1.7
CCOc1cc(/C=C2/C(=N)N3OC(C)=CC3=NC2=O)ccc1OC(=O)c1ccco1	5	-4	6	5	1	-4	-7	1	-5	-2.8
CCOC(=O)c1ccccc1NC(=O)CSc1ccccc1	-2	-1	4	-2	-2	0	-3	2	-7	-0.1
CCOC(=O)C(=O)Nc1ccc(OCc2ccccc2)cc1	3	5	3	-4	2	-4	7	-1	0	-1.4
COc1ccc(N(C(=O)c2csnn2)C(C(=O)NC2CCCC2)c2ccccc2)cc1 (stereo not given)	1	0	-1	3	0	2	2	4	3	1.9
Cc1cc(NC(=O)c2cncc(Br)c2)ccc1NC(=O)c1cc2ccccc2o1	2	4	2	-1	3	-4	8	-1	-2	2.6
CN(C)c1ccc(NC(=O)CSc2nnc(-c3cccs3)n2Cc2ccco2)cc1	2	-1	5	-3	3	-5	5	1	7	-5.3
CCOc1ccc(C(=O)NNC(=O)c2cc(S(=O)(=O)N3CCOCC3)ccc2Cl)cc1	-3	-2	8	4	2	0	-1	-1	-2	-2.1
O=C(NC1CCN(S(=O)(=O)c2ccc(Cl)cc2)CC1)C1CCCCC1	1	-5	1	2	-5	-2	-2	-3	-3	-2.0

Bioassay records: PubChem, several laboratories
